Compound activity as filed in PubChem.
HCV core dimer: blocks dimerization of HCV core protein; TR-FRET GST/Flag-core106 dimerization, 1536-well; inhibition, % at 5 µM; actives 0.33% (n = 300,000);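 active means inhibition above the mean of all tested compounds plus 3 SD, set per screening campaign, cut at about 45% in these data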
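test system = GST/Flag-tagged HCV core106 proteins | probe or stimulus = Eu donor and XL665 acceptor anti-tag antibodies | times = compound-protein-antibody incubation 4 h at 22.5 °C | signal = TR-FRET, excitation 340 nm, emission 617 and 671 nm | measure = percent inhibition of core106 dimerization signal | controls = wells lacking GST-core106 and wells with excess unlabelled core106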
PP5 inh: PP5 (human) phosphatase inhibition. P53041. purified PP5c, OMFP substrate fluorescence. inhibition, % at 6.7 µM. actives 0.18% (n = 320,000). AID 1987;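 active means inhibition above the campaign's mean inhibition across all tested compounds plus 3 SD, cut at about 9.5% in these data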;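 further: 0% = DMSO only and 100% = 100 µM cantharidin control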
Target sequence (P53041 whole entry, looked up): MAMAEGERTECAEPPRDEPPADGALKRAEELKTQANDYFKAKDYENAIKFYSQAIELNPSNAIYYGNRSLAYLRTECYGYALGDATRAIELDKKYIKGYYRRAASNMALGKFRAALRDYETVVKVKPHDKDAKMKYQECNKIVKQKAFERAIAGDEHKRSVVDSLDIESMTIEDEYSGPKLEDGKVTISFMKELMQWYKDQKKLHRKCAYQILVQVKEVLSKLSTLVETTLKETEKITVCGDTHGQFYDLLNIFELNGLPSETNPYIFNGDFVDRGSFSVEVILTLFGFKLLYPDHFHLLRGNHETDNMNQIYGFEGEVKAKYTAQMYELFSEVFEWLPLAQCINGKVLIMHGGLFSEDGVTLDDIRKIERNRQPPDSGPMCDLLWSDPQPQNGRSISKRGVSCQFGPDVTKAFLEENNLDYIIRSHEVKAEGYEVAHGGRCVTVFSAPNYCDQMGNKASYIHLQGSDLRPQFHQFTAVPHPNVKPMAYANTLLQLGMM
LYPLA2 counter: blocks human lysophospholipase 2, a PME1 counter-screen | inhibition, % at 5.9 µM | actives 0.38% (n = 320,000) | recombinant LYPLA2, FP-Rh probe fluorescence polarization | AID 2177 | O95372;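 active means inhibition above the screen-wide mean plus 3 SD, limit set per campaign, cut at about 26% in these data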;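 further: 0% = LYPLA2 with DMSO and 100% = wells lacking LYPLA2 enzyme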
Efflux pump inh: antifungal efflux pump inhibition, Nile Red retention. S. cerevisiae Candida pump triplex. inhibition, % at 10 µM. actives 0.44% (n = 330,000). AID 485275;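 active means plate passing quality check with inhibition over a set limit, or well fluorescence over plate mean plus 4 SD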;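 further: Nile Red retained in pooled yeast measured as flow cytometry median fluorescence; 0% = buffer negative control and 100% = Enniatin B positive control; higher means more Nile Red kept so more efflux inhibition; some compounds called inactive have numbers as strong as hits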
JMJD2C inh: human JMJD2C demethylase inhibition; GST-JMJD2C(1-420) H3K9me3 demethylation, DELFIA europium; inhibition, % at 2.35 µM; actives 0.069% (n = 330,000); AID 2099;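 active means more than half of a compound's replicate wells show inhibition beyond 50%, single wells judged on their own value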;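 further: signal counts dimethyl H3K9 product captured on neutravidin plate; 0% = median of DMSO wells and 100% = 0.3 times that DMSO median; strong numbers were not always called active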
Target sequence (Q9H3R0 1-420 limits assumed): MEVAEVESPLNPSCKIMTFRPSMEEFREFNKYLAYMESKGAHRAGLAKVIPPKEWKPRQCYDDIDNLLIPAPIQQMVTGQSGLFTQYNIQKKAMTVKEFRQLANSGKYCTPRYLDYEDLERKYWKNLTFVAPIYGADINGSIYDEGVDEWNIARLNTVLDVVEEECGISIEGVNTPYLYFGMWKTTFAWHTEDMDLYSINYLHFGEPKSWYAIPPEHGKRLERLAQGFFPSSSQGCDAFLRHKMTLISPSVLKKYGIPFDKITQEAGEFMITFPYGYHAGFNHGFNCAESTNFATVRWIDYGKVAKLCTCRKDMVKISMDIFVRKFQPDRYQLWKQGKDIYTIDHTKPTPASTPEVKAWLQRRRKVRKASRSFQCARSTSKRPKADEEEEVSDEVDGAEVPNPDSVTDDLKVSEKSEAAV
PREPL inh: inhibits the human prolyl oligopeptidase-like enzyme | recombinant PREPL, fluorescence polarization activity-based probe | Q4J6C6 | AID 2751 | inhibition, % at 5.96 µM | actives 0.68% (n = 320,000); in the data active means inhibition above about 43%;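 further: 0% = enzyme with DMSO and 100% = wells lacking enzyme; many of its hits are not listed in these tables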
TPT1 inhibitor: inhibitors of Candida albicans tRNA 2'-phosphotransferase TPT1; recombinant caTPT1, FP RNA substrate dephosphorylation; inhibition, % at 5 µM; actives 0.81% (n = 300,000);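 active means inhibition above the mean of all tested compounds plus 3 SD, set per screening campaign, cut at about 24% in these data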;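 further: plate controls were DMSO alone for no effect and ferristatin control at 100 nM for full effect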
CTSL1 counter: blocks F. hepatica cathepsin L1 in PFM18AAP counter-screen; inhibition, % at 5.96 µM; actives 0.49% (n = 300,000); recombinant F. hepatica cathepsin L1, Z-Leu-Arg-MCA fluorescence; AID 1906;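 active means inhibition above the mean of all tested compounds plus 3 SD, set per screening campaign, cut at about 17% in these data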;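 further: 0% = plate median of test compound wells and 100% = 1 µM Z-Phe-Ala-diazomethylketone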
PP1 counter: PP1-alpha (human) inhibition in PP5 counter-screen; inhibition, % at 6.7 µM; purified PP1alpha, OMFP fluorescence; P62136; AID 2235; actives 0.9% (n = 320,000);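 active means inhibition above the mean inhibition of all tested compounds plus 3 SD, computed separately for each screening campaign, cut at about 15% in these data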
* hit, by the source's call; / = not tested or not shown. Some of the compounds tested. The share of hits here may be higher or lower than overall.

SMILES | HCV core dimer | PP5 inh | LYPLA2 counter | Efflux pump inh | JMJD2C inh | PREPL inh | TPT1 inhibitor | CTSL1 counter | PP1 counter
COc1cccc(/C=N/NC(=O)CN2CC(c3ccccc3)CC2=O)c1OC (configuration not stated) | -11 | 3.0 | 3 | -0.2 | -1 | 17 | 1 | 1 | -2
COc1ccc(C2=NOC(C(=O)N3CCCc4ccccc43)C2)cc1 (configuration not stated) | 7 | -1.8 | 2 | -0.1 | -1 | 0 | -6 | 0 | 1
Cc1cc(C)cc(C(=O)Nc2cc3c4c(c2)CC(=O)N4CCC3)c1 | -2 | 0.5 | 8 | 0.0 | 20 | 11 | 1 | 2 | -1
COc1ccc(CCNC(=O)CC2Oc3ccc(Cl)cc3NC2=O)cc1OC (configuration not stated) | 7 | -0.3 | -2 | -0.1 | 7 | 11 | -7 | 11 | -7
N#Cc1cc(NC(=O)c2ccc(F)cc2)c(=O)n2c1[nH]c1ccccc12 | -22 | -0.4 | -5 | -0.1 | -15 | 11 | 28* | -3 | 0
O=C(O)c1c2c(nc3ccc(S(=O)(=O)N4CCC(C(=O)NCc5ccc(Cl)cc5)CC4)cc13)CCCC2 | 23 | -0.9 | -4 | 0.0 | -5 | 9 | 4 | 20* | -2
CCOC(=O)C1NN=C(C(=O)c2ccc(C)cc2)C1c1ccc(C)cc1 (configuration not stated) | 6 | 4.7 | 6 | -0.1 | -3 | -6 | -1 | -2 | -2
Cn1c(SCC(=O)N2CCc3ccccc3C2)nnc1-c1ccncc1 | 2 | 0.3 | 9 | -0.2 | 4 | 19 | 2 | -3 | -2
Cc1cccc(NC(=O)Cc2ccc(-c3ccccc3)cc2)n1 | 4 | 2.0 | -7 | 0.1 | 18 | -6 | -1 | 7 | 2
CCCn1c(N)c(N(CCOC)C(=O)c2ccc(-c3ccccc3)cc2)c(=O)[nH]c1=O | / | 3.1 | 5 | 0.1 | -6 | 17 | / | / | 2

Some entries already given, limited to PP5 inh, TPT1 inhibitor and PREPL inh:
compound | PP5 inh | TPT1 inhibitor | PREPL inh
COc1ccc(C2=NOC(C(=O)N3CCCc4ccccc43)C2)cc1 (configuration not stated) | -1.8 | -6 | 0
Cc1cc(C)cc(C(=O)Nc2cc3c4c(c2)CC(=O)N4CCC3)c1 | 0.5 | 1 | 11

Following part
SMILES | HCV core dimer | PP5 inh | LYPLA2 counter | Efflux pump inh | JMJD2C inh | PREPL inh | TPT1 inhibitor | CTSL1 counter | PP1 counter
Cc1ccc(-c2ccc(=O)n(CC(=O)NCCCN3CCCCC3)n2)cc1 | 0 | -0.6 | 5 | 0.0 | / | 25 | -1 | 0 | 0
COc1ccc(S(=O)(=O)NCC(=O)NCc2cc(=O)n(C)c(=O)n2C)cc1 | -11 | 3.3 | 2 | 0.2 | 0 | -1 | -1 | -1 | -2
Brc1ccc(CSc2ncnc3nc[nH]c23)cc1 | -1 | -2.5 | -3 | 0.2 | 9 | -13 | -2 | 8 | -4
COc1ccccc1NC(=S)NCC1CCC(CNC(=S)Nc2ccccc2OC)CC1 (configuration not stated) | 4 | 2.5 | 3 | -0.1 | 10 | 3 | 2 | -1 | -4
O=C(CN(c1ccccc1)S(=O)(=O)c1ccc(Cl)cc1)Nc1ccccc1C(=O)N1CCCC1 | 2 | 5.0 | 6 | 0.0 | 5 | 20 | 1 | -5 | 2
COc1cc(OC)c(-c2nn3c(C4CCCCC4)nnc3s2)cc1OC | 5 | 3.7 | -3 | 0.4 | -1 | 15 | -1 | 3 | 3
N#C/C(=C(/O)COc1ccc(Br)cc1)c1nnc2n1CCCCC2 | -1 | 2.2 | 6 | 0.2 | -7 | 15 | 0 | 0 | 1
Cc1ccc(C(=O)Oc2cc(-c3ccccc3)no2)cc1 | -5 | -2.1 | 5 | -0.1 | -6 | 4 | -4 | -1 | 0
CCOc1ccccc1/C=C(\C#N)C(=O)NC1CC1 | -5 | -0.1 | -5 | 0.2 | -24 | 0 | 0 | -2 | -2
CCC1=[N+](CC(=O)c2ccc(C)cc2)CCn2cccc21 | 1 | -1.5 | 1 | 0.0 | -3 | 9 | 61* | 4 | 12

Some of the entries so far, tab-delimited:
compound	HCV core dimer	PP5 inh	LYPLA2 counter	Efflux pump inh	JMJD2C inh	PREPL inh	TPT1 inhibitor	CTSL1 counter	PP1 counter
Brc1ccc(CSc2ncnc3nc[nH]c23)cc1	-1	-2.5	-3	0.2	9	-13	-2	8	-4
COc1ccccc1NC(=S)NCC1CCC(CNC(=S)Nc2ccccc2OC)CC1 (configuration not stated)	4	2.5	3	-0.1	10	3	2	-1	-4
O=C(CN(c1ccccc1)S(=O)(=O)c1ccc(Cl)cc1)Nc1ccccc1C(=O)N1CCCC1	2	5.0	6	0.0	5	20	1	-5	2
COc1cc(OC)c(-c2nn3c(C4CCCCC4)nnc3s2)cc1OC	5	3.7	-3	0.4	-1	15	-1	3	3
N#C/C(=C(/O)COc1ccc(Br)cc1)c1nnc2n1CCCCC2	-1	2.2	6	0.2	-7	15	0	0	1

Other entries
SMILES | HCV core dimer | PP5 inh | LYPLA2 counter | Efflux pump inh | JMJD2C inh | PREPL inh | TPT1 inhibitor | CTSL1 counter | PP1 counter
O=C(NCc1ccc2c(c1)OCO2)C1CC(c2ccccc2O)=NO1 (configuration not stated) | -2 | 3.5 | 2 | -0.2 | -2 | -22 | 0 | -1 | 2
CCOC(=O)C1=C(C)NC(C)=C(C(=O)OC)C1c1ccco1 (configuration not stated) | -3 | 1.1 | 2 | -0.1 | 17 | 1 | -3 | 3 | -2
COc1ccc(CC(=O)Nc2nc(-c3ccc(F)c(F)c3)cs2)cc1 | 6 | 3.0 | -36 | 0.1 | 4 | -38 | 2 | 2 | 5
CC(C)(C)C(=O)/C=c1\s/c(=C\c2ccc(-c3ccc([N+](=O)[O-])cc3)o2)c(=O)n1CC(=O)NC(N)=O | 5 | 2.1 | 2 | 0.3 | -4 | 29 | 104* | 9 | 4
CC1CCN(S(=O)(=O)c2ccc3c(c2)c(=O)c(C(=O)N2CCCCC2)cn3C)CC1 | 6 | -1.4 | -1 | 0.0 | 1 | -5 | -2 | 0 | -1
Cc1ccc(SCc2[nH]nc3c2C2(CCSCC2)C(C#N)=C(N)O3)cc1 | -1 | -0.2 | 4 | -0.2 | 3 | 5 | -5 | 3 | 1
CCN(CC)c1ccc(NC(=O)CN2CCN(CC(=O)Nc3ccccc3OC)CC2)cc1 | -3 | -0.4 | -2 | 0.1 | 5 | 5 | 0 | 1 | 1
CC(C)(C)NCC(O)COc1ccc(Br)cc1 (configuration not stated) | -2 | 4.5 | 2 | 0.2 | -6 | 0 | 6 | -1 | -4
CC(C)(C)OC(=O)CN1C(=O)NC(Cc2c[nH]c3ccccc23)C1=O (configuration not stated) | -3 | 0.6 | -2 | 0.1 | -18 | -14 | -2 | 1 | -4
C/C(=N/NC(=O)CCc1c(C)n[nH]c1C)c1cccc([N+](=O)[O-])c1 | -1 | -2.1 | -3 | 0.1 | -7 | 0 | 1 | -1 | -2

Reprinted from the part before: four compounds, followed by the next part.
SMILES | HCV core dimer | PP5 inh | LYPLA2 counter | Efflux pump inh | JMJD2C inh | PREPL inh | TPT1 inhibitor | CTSL1 counter | PP1 counter
CCN(CC)c1ccc(NC(=O)CN2CCN(CC(=O)Nc3ccccc3OC)CC2)cc1 | -3 | -0.4 | -2 | 0.1 | 5 | 5 | 0 | 1 | 1
CC(C)(C)NCC(O)COc1ccc(Br)cc1 (configuration not stated) | -2 | 4.5 | 2 | 0.2 | -6 | 0 | 6 | -1 | -4
CC(C)(C)OC(=O)CN1C(=O)NC(Cc2c[nH]c3ccccc23)C1=O (configuration not stated) | -3 | 0.6 | -2 | 0.1 | -18 | -14 | -2 | 1 | -4
C/C(=N/NC(=O)CCc1c(C)n[nH]c1C)c1cccc([N+](=O)[O-])c1 | -1 | -2.1 | -3 | 0.1 | -7 | 0 | 1 | -1 | -2
CC1=CC2=C(OC1N(C)C)c1cccc3cccc(c13)C2=O (configuration not stated) | -6 | 0.3 | 8 | 0.0 | -7 | 17 | -37 | 2 | 3
CC(=O)Oc1cccc(-c2nc3ccccc3c(=O)o2)c1 | 6 | -1.5 | 6 | -0.1 | 0 | 7 | -2 | -9 | -4
CCOC(=O)c1cc(-c2ccccc2)sc1NC(=O)C(C)C | -10 | 1.8 | 1 | 1.5 | -6 | -4 | 0 | -6 | -3
COc1cccc(/C=C2/SC(=S)N(CC(=O)NNC(=O)c3ccccc3O)C2=O)c1 | 20 | 2.6 | -30 | -0.1 | -15 | 13 | 4 | 4 | 7
COc1ccc(NC(=O)c2ccccc2[N+](=O)[O-])cc1OC | -3 | 0.8 | -1 | -0.1 | 18 | -2 | -2 | -4 | -2
O=C(NNC(=O)c1ccc2c(=O)n3c(nc2c1)CCC3)c1ccc(Cl)cc1 | / | 0.4 | -1 | 0.0 | 2 | 2 | / | / | 2
CCOC(=O)Cc1csc(NC(=O)CN2CCCCC2)n1 | 7 | -0.9 | -7 | 0.0 | 1 | -3 | -1 | -7 | -3
Fc1ccccc1C1c2[nH]c3ccccc3c2CCN1Cc1cccn1-c1ncccn1 (configuration not stated) | 3 | 0.2 | -3 | 0.1 | 5 | 5 | -2 | 0 | 0
O=C(CSc1nnc(Cc2ccccc2)o1)Nc1ccc2c(c1)OCO2 | 4 | 0.1 | 5 | 0.3 | -4 | 12 | 7 | 1 | -5
CC(OC(=O)C1=COCCO1)C(=O)NC1CCCCC1C (configuration not stated) | / | 2.6 | -6 | 0.3 | 5 | 6 | / | / | 4
CCn1nc(NC(=O)c2cccnc2)c2cc3ccccc3nc21 | -16 | 1.5 | 1 | 0.1 | 3 | 1 | -6 | -1 | 2
CCN1C(=O)CC(N2CCN(c3cccc(OC)c3)CC2)C1=O (configuration not stated) | -3 | 0.2 | 7 | 0.0 | -5 | 5 | -2 | -3 | -4
CN(CCC#N)C(=O)COC(=O)c1ccccc1OCc1ccccc1Cl | -3 | 4.0 | -4 | 0.1 | -17 | 8 | -6 | 0 | -5
CC(C)c1ccc(/C=N/NC(=O)c2cc(-c3cccc([N+](=O)[O-])c3)n[nH]2)cc1 | 4 | 2.1 | -1 | -0.3 | 18 | 11 | 3 | 5 | 6
COc1ccc(C(=O)NCCc2cn3ccccc3n2)cc1 | -1 | -0.6 | -1 | 0.3 | 0 | 11 | 1 | 4 | -2
CC(C)NC(=O)c1onc(CSc2ccccc2F)c1C(=O)O | 12 | -1.1 | 0 | / | -29 | -2 | 1 | 3 | -4
Cn1c(CSCc2ccc(Cl)cc2)nnc1SCC(=O)Nc1nccs1 | 5 | 1.0 | -1 | 0.0 | 7 | -4 | 0 | 3 | -1
CN(C)Cc1c(O)ccc2occ(C(O)c3ccccc3)c12 (configuration not stated) | 5 | -0.8 | 0 | 0.0 | -4 | 22 | 4 | 5 | 2
COc1ccc(OC)c(C(C(=O)NC2CCCCC2)N(C(=O)c2ccccn2)c2cccnc2)c1 (configuration not stated) | 2 | 1.3 | 6 | 0.0 | 8 | -5 | -3 | -3 | -1
COc1ccc(CCNC(=S)Nc2ccccc2C)cc1 | 3 | 1.7 | 0 | -0.1 | 3 | 8 | 1 | -6 | -2
CC1CCCN(C(=O)C2CCN(S(=O)(=O)c3ccc4c(c3)CC(C)N4C(=O)C3CC3)CC2)C1 (configuration not stated) | 1 | 1.3 | -4 | -0.2 | -3 | -2 | -2 | -3 | 0
c1cc2c(cc1-c1[nH]ncc1CN1C[C@H]3CC[C@H]1C3)OCO2 | -3 | 1.3 | 5 | -0.1 | -26 | 5 | -3 | -4 | 1
